# Assay outcomes (PubChem)
# HCMV antiviral = human cytomegalovirus inhibition | AID 1259415 | 410,000 tested, 4.5% active | activity change, negative = inhibition, % at 57.5 µM | HFF cells, HCMV-luciferase reporter, 72 h; active compounds read low; in the data active = activity change below about -60%; inconclusive = no clear call, values can overlap the other calls; inactive = above about -39%
#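 Human foreskin fibroblasts infected with luciferase-reporter HCMV at MOI 1 PFU/cell, compounds at two doses. Luciferase measured 72 h post infection; normalized to buffer-only basal and Salinomycin (10uM) controls.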
# AmpC inh detg = inhibitors of E. coli AmpC beta-lactamase with detergent. P00811. AmpC hydrolysis of nitrocefin, absorbance 480 nm, 0.01% Triton. Potency, µM (top dose mostly 114 µM), inactives show top-dose activity change, negative = inhibition, most hits filed as inhibitors. 370,000 tested, 0.041% active. AID 485294;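 also: potency is read from the fitted curve at half-maximal effect; 0% = no-compound wells and -100% = no-enzyme wells; nearly all actives have a fitted effect of over 25% in size; some results filed as inactive show a strong effect at the top dose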
# Target sequence (P00811 whole entry, looked up): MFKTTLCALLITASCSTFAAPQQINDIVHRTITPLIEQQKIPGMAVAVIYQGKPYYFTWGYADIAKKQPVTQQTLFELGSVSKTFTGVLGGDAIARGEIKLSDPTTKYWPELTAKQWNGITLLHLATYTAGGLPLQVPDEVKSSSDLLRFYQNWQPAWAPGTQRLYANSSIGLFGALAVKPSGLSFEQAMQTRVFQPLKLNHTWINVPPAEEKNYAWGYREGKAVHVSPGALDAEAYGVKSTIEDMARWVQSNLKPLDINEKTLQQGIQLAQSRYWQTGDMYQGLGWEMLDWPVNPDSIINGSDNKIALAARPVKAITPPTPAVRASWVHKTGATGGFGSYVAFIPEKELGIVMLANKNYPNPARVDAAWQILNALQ
#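 AmpC (5.3 nM in the dispensed reagent) in 20 mM phosphate pH 7.0 with 0.01% (detergent screen) or 0.0001% Triton X-100 was preincubated with compounds for 15 min at room temperature. Nitrocefin was then added from an 800 uM solution, and hydrolysis was followed at 480 nm.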
# LmPK inhibitor = LmPK (Leishmania mexicana) enzyme inhibition | Q27686 | purified LmPK, Kinase-Glo ATP luminescence, 1 h | Potency, µM (titrated, usually from 57.5 µM), for the others: at the highest dose activity change, negative = inhibition, usual class: inhibitors | 290,000 tested, 0.37% active | AID 1721; also: potency is read from the fitted curve at half-maximal effect
# Target sequence (Q27686 whole entry, looked up): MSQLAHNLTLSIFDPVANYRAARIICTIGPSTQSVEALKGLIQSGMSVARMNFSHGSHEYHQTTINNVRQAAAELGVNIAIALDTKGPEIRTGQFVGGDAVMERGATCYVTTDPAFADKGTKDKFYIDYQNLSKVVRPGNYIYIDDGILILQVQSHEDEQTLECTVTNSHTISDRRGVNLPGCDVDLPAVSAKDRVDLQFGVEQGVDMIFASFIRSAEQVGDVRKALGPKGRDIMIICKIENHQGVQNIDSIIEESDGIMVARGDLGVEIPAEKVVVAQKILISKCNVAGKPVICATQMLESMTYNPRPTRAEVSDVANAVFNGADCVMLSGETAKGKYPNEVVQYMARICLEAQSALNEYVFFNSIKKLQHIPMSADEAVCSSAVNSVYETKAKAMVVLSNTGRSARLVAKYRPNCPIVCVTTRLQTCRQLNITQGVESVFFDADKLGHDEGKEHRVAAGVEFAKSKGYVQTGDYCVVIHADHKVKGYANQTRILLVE
#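 Pyruvate kinase activity monitored as ATP production (luciferase luminescence). Conditions: 0.1 nM enzyme, 0.5 mM PEP, 0.1 mM ADP, 1 h, RT; normalized against uninhibited and no-enzyme wells.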
# Sm TGR block = blocks Schistosoma mansoni thioredoxin glutathione reductase; purified TGR, DTNB reduction, TNB absorbance 405 nm; Q962Y6; 360,000 tested, 3% active; Potency, µM (top dose mostly 114 µM), for the others: at the highest dose activity change, negative = inhibition, hits mostly inhibitors; AID 485364; also: potency is read from the fitted curve at half-maximal effect; nearly all actives have a fitted effect of over 60% in size
#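 First, TGR (20 nM dispensed) and NADPH were mixed with compound. Second, a 15 min room-temperature incubation followed. Third, further NADPH and then DTNB were added to start the reaction. Finally, TNB absorbance was monitored kinetically.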
# TbPYK inhibitor = blocks Trypanosoma brucei pyruvate kinase; Potency, µM (doses to about 76.8 µM), inactives show at the top dose activity, negative = inhibition, actives largely listed as inhibitors; TbPYK enzyme, Kinase-Glo Plus ATP luminescence, 45 min; 410,000 tested, 0.12% active; AID 624173; Q57TT1; also: potency is read from the fitted curve at half-maximal effect; nearly all actives have a fitted effect of over 50% in size
#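 Luminescent Kinase-Glo Plus end-point after 45 min room-temperature reaction of T. brucei pyruvate kinase started with 130 uM ADP (final). Buffer TEA 50 mM pH 7.2 with KCl, MgCl2, BSA, Tween-20; titration-based qHTS with fitted concentration-effect curves.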
# AmpC inh no detg = inhibitors of E. coli AmpC beta-lactamase without detergent. AmpC nitrocefin hydrolysis, absorbance 480 nm, 0.0001% Triton. Potency, µM (series often up to 57.1 µM), for inactives: top-dose activity change, negative = inhibition, hits mostly inhibitors. 330,000 tested, 0.52% active;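 also: potency is read from the fitted curve at half-maximal effect; plate controls were no compound for no effect and no enzyme for full effect; nearly all actives have a fitted effect of over 20% in size; some results filed as inactive show a strong effect at the top dose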
#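 AmpC (5.3 nM in the dispensed reagent) in 20 mM phosphate pH 7.0 with 0.01% (detergent screen) or 0.0001% Triton X-100 was preincubated with compounds for 15 min at room temperature. Nitrocefin was then added from an 800 uM solution, and hydrolysis was followed at 480 nm.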
# AMA1-RON2 inh = inhibitors of Plasmodium falciparum AMA1-RON2 interaction. AID 720542. Potency, µM (titrated, usually from 58.2 µM), for the others: at the highest dose activity change, negative = inhibition, most hits filed as inhibitors. AlphaScreen AMA1-biotinylated RON2 peptide binding. 360,000 tested, 0.2% active;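 also: potency is read from the fitted curve at half-maximal effect; 0% = vehicle wells and -100% = peptide control; nearly all actives have a fitted effect of over 45% in size; some results filed as inactive show a strong effect at the top dose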
#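 AMA1 (3D7) with his tag at 25 nM final met compounds first, then biotinylated RON2 peptide at 25 nM; detection used donor plus acceptor beads, 10 µg/mL apiece, read by AlphaScreen after 30 min at room temperature.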
# Numbers without * were called inactive; ? = inconclusive; · = not tested or not shown; [ ] = another dose, or the depositor's remark. Unless noted, calls follow the shape of the dose curve; as a rule, active = well fitted curve in the direction sought with a large enough effect; inconclusive = small, poorly fitted or top-dose-only effect, or another doubt; inactive = no such curve, though single readings can be large; an effect the other way counts as inactive or inconclusive. Unless noted, % is scaled to controls: 0 for no effect and ±100 for the full control effect.
entry	canonical_smiles	HCMV antiviral	AmpC inh detg	LmPK inhibitor	Sm TGR block	TbPYK inhibitor	AmpC inh no detg	AMA1-RON2 inh
1	O=C(NCCc1ccccc1)c1noc2c1CCc1ccccc1-2	3	-3%	4%	25%	6%	-11%	-2%
2	CCOc1ccc2oc(C(=O)NNC(=O)c3ccccc3O)c(C)c2c1	-72*	?	·	-13%	1%	-38%	-21%
3	COc1cc(CN2C[C@@H](CO)O[C@@H](n3cnc4c(N(C)C(C)C)ncnc43)C2)cc(OC)c1OC	63	·	·	·	0%	·	-6%
4	CCN(CC)S(=O)(=O)c1ccc(N2CC(C(=O)N3Cc4ccccc4CC3C(N)=O)CC2=O)cc1 (stereo not given)	-25	·	·	·	-3%	25%	38%[activator]
5	Cc1ccc(CN2C(=O)C3(c4ccccc42)N(c2ccc(C)c(Cl)c2)C(=O)CS3(=O)=O)cc1 (stereo not given)	-2	13%	·	-8%	-5%	·	·
6	CCOC(=O)C(=NCCCN(C)C)NNc1ccc(Br)cc1	10	?	-3%	-26%	-9%	-11%	40%[activator]
7	O=C(C[n+]1ccc(-c2nnc3n2CCCCC3)cc1)c1ccc(Cl)cc1	-6	1%	3%	-18%	-2%	13%	9%
8	COc1ccc(C(=O)c2ccsc2N)cc1	24	-15%	-1%	13µM*	-7%	-28%	-1%
9	CCOC(=O)N/N=C/c1ccccc1F	56	-6%	-24%	-21%	1%	-13%	6%
10	COc1ccccc1NC(=O)CCCC(=O)OC(C)C(=O)c1ccccc1 (stereo not given)	?	0%	0%	9%	-9%	-8%	-7%
11	CCN1CCN(CCCN(Cc2ccco2)C(=S)Nc2ccc(C)c(Cl)c2)CC1	69	0%	4%	2%	-6%	72%[activator]	-5%
12	Clc1ccc(-n2nnc(-c3cccnc3Cl)n2)cc1Cl	34	5%	0%	-6%	-3%	-25%	-3%
13	NNc1nc(-c2ccccc2)c2cc(Br)ccc2n1	14	0%	1%	3%	2%	-4%	71%[activator]
14	CN(C(=O)c1ccc(S(=O)(=O)N2CCCC2)cc1)C1CCCCC1	61	4%	3%	-17%	-24%	-2%	6%
15	CC(=O)Nc1ccc(S(=O)(=O)Nc2cccc(N(C)S(C)(=O)=O)c2)cc1	34	-5%	11%	-1%	4%	·	3%
16	CCOc1ccccc1/C=C(\NC(=O)c1ccccc1)C(=O)NCCC(=O)O	-7	?	-1%	0%	2%	-17%	-13%
17	O=C(N[C@@H](Cc1ccccc1)C(=O)N1CCC2(CC1)NCCc1[nH]cnc12)c1cccc(F)c1	9	0%	11%	-24%	-2%	29%	2%
18	CC(C)c1nnc(NC(=O)CCc2ccccc2)s1	1	1%	2%	7%	1%	-24%	13%
19	O=C(O)c1ccc(COc2ccc(CO)cc2Cl)cc1	124	3%	-15%	-9%	-7%	-28%	2%
20	c1ccc(CCCN2CCN(CCOC(c3ccccc3)c3ccccc3)CC2)cc1	-66*	·	·	·	1%	·	?
21	COC(=O)C(NC(C)=O)(Nc1nc2c(s1)CCCC2)C(F)(F)F (stereo not given)	-17	?	-1%	50µM*	-25%	-26%	7%
22	Nc1c(N(Cc2ccco2)C(=O)c2ccc(Cl)cc2)c(=O)[nH]c(=O)n1Cc1ccccc1	-71*	-1%	·	-28%	-5%	-19%	-1%[11.6 µM]
23	CCOC(=O)c1c(C)[nH]c(C(=O)N2CCC(C(=O)OCC)CC2)c1C	7	-2%	-8%	5%	-1%	52%	4%
24	Cc1cccn2c(=O)c3cc(S(=O)(=O)c4ccc(Br)cc4)c(=N)n(C4CCCC4)c3nc12	-18	-8%	0%	3%	2%	-32%	-1%
25	COC(=O)c1nnn(-c2nonc2N)c1CSc1nnc(N)s1	-9	7%	0%	-30%	-18%	-11%	-12%
26	CC(C)(C)c1ccc(C(=O)Nc2ccc(N3CCOCC3)cc2)cc1	-78*	-4%	2%	-10%	5%	33%	-5%
27	Oc1c(C(Nc2cccc(C(F)(F)F)c2)c2cccnc2)ccc2cccnc12 (stereo not given)	-33	-3%	11%	0.71µM*	133%[activator]	-18%	-34%
28	Nc1nc(SCc2ccccc2)c2ncn(CCO)c2n1	4	·	·	·	3%	·	-26%
29	CCOC(=O)[C@H]1[C@H]2COc3cc(OC)ccc3[C@@H]2N2C(=O)CN(CCc3c[nH]c4ccccc34)C(=O)[C@@]12C	27	0%	·	-22%	-7%	97%[activator]	-5%
30	Cc1c(NC(=O)CC(O)(C(F)(F)F)C(F)(F)F)c(=O)n(-c2ccccc2)n1C	-20	-3%	3%	-7%	1%	1%	-7%
31	CCC1ON(C(C)C)C2c3nc4ccccc4n3CC12 (stereo not given)	28	-5%	-5%	2%	6%	37%	11%
32	Cc1ccc(NC(=O)CSc2nc(-c3ccc(F)cc3)nc3c2Cc2c(CO)cnc(C)c2O3)cc1C	4	10%	·	-6%	-9%	·	·
33	CCCCCC(=O)Nc1nc(C)c(-c2csc(Nc3ccccc3OC)n2)s1	27	-8%	0%	0%	-10%	-29%	13%
34	COc1cc(Cl)c(C)cc1NC(=O)c1ccccc1NC(=O)CN1CCN(c2ccccn2)CC1	-95*	·	·	·	-12%	·	-1%
35	O=S(=O)(/N=C(\c1ccc(F)cc1)N1CCOCC1)c1ccccc1	-7	·	·	·	-2%	·	1%
36	CCOC(=O)c1c(C)oc2ccc(N(C(=O)c3ccncc3)S(=O)(=O)c3ccc(Br)cc3)cc12	16	-3%	·	-8%	-2%	·	·
37	Cc1ccc(CN2CCN(/N=C/c3cccs3)CC2)cc1	?	1%	-7%	-16%	-6%	-30%	?
38	N#CCc1ccc(NC(=O)c2ccc(S(=O)(=O)N3CCOCC3)cc2)cc1	-5	2%	-3%	?	-5%	-14%	22%
39	Cc1ccc2[nH]c3c(c2c1)CN(C(=O)CN(C)CC1OCCO1)CC3	-19	-6%	2%	-1%	·	0%	5%
40	COC(=O)c1ccc(NC(=O)Nc2ccc(C)cc2)cc1	-13	-9%	1%	0%	-10%	-31%	18%
41	Cn1nccc1C(=O)N1CCN(c2cccc(Cl)c2)CC1	?	1%	0%	0%	6%	-13%	-5%
42	Cc1nc2c(-c3ccc(Cl)cc3)cnn2c(N)c1-c1ccc(F)cc1	?	6%	2%	1%	0%	-24%	29%
43	O=C1NCCCc2nc(Oc3ccccc3)sc21	-3	-8%	-1%	1%	4%	-13%	0%
44	CCCCCCn1c(N)c(C(=O)NCCN2CCOCC2)c2nc3ccccc3nc21	-19	?	-1%	?	4%	393%[activator]	18%
45	Cc1ccc(C(=O)NNC(=O)c2cccc(S(=O)(=O)N3CCOCC3)c2)cc1	2	·	·	·	-1%	-2%	31%[activator]
46	Cc1c(OCC(=O)NCC2CCC(C(=O)O)CC2)ccc2c3c(c(=O)oc12)CCC3 (stereo not given)	-4	-15%	-1%	-13%	4%	-25%	3%
47	Cc1cc(=O)oc2cc(OCC(=O)OCC(=O)Nc3ccc(C(N)=O)cc3)ccc12	-6	1%	-1%	0%	-1%	-26%	-2%
48	CCC(C)NCCCOc1ccc(Cl)cc1C(C)(C)C (stereo not given)	-10	-7%	-6%	-19%	-11%	-42%	?
49	COc1cc(C(=O)NCC(=O)N2CCN(S(=O)(=O)c3cc(C)ccc3C)CC2)cc(OC)c1OC	?	4%	5%	1%	-8%	110%[activator]	3%
50	COc1ccc(-c2c(C)nn3c(C(F)(F)F)cc(C)nc23)cc1	-16	·	·	·	0%	·	-28%
51	Cc1ccc(S(=O)(=O)NCCn2c(C)cc3ccccc32)cc1	·	-11%	4%	-2%	·	-33%	·
52	O=C(COC(=O)CCc1c[nH]c2ccccc12)Nc1cccc(Cl)c1	-16	·	·	·	2%	·	-5%
53	CCn1cc(CNCc2cn[nH]c2-c2cc3ccccc3o2)cn1	-33	7%	4%	0%	-10%	-7%	2%
54	COc1ccc2c(C)cc(N3CCN(c4ccc(F)cc4)CC3)nc2c1	7	4%	0%	-18%	1%	-1%	-10%
55	COc1cc(OC)nc(Nc2nc(C(N)Cc3ccc(F)cc3)cs2)n1 (stereo not given)	-13	·	·	·	3%	·	56%[activator]
56	COc1ccc(-c2c3c(nc4sc5c(Cl)nc(C)nc5c24)CCC3)cc1	·	?	3%	0%	-17%	-12%	0%
57	CN(C)S(=O)(=O)c1cccc(NC(=S)NC23CC4CC(CC(C4)C2)C3)c1	?	6%	2%	0%	-2%	-17%	28%
58	COc1ccc(NS(=O)(=O)c2ccc(N)c(C(=O)O)c2)cc1	19	?	6%	1%	-7%	-59%	-10%
59	CN(CC(=O)N1CC=C(c2ccccc2)CC1)S(=O)(=O)c1cnc[nH]1	-2	-15%	1%	-1%	-19%	-4%	0%
60	O=C(Nc1nc(-c2ccccc2)cs1)C1CCCN(S(=O)(=O)c2cccc([N+](=O)[O-])c2)C1 (stereo not given)	1	?	11%	-7%	-8%	-46%	-19%

# Ordered by molecular weight (descending): 7 of the compounds above
entry	canonical_smiles	HCMV antiviral	AmpC inh detg	LmPK inhibitor	Sm TGR block	TbPYK inhibitor	AmpC inh no detg	AMA1-RON2 inh
49	COc1cc(C(=O)NCC(=O)N2CCN(S(=O)(=O)c3cc(C)ccc3C)CC2)cc(OC)c1OC	?	4%	5%	1%	-8%	110%[activator]	3%
46	Cc1c(OCC(=O)NCC2CCC(C(=O)O)CC2)ccc2c3c(c(=O)oc12)CCC3 (stereo not given)	-4	-15%	-1%	-13%	4%	-25%	3%
55	COc1cc(OC)nc(Nc2nc(C(N)Cc3ccc(F)cc3)cs2)n1 (stereo not given)	-13	·	·	·	3%	·	56%[activator]
59	CN(CC(=O)N1CC=C(c2ccccc2)CC1)S(=O)(=O)c1cnc[nH]1	-2	-15%	1%	-1%	-19%	-4%	0%
52	O=C(COC(=O)CCc1c[nH]c2ccccc12)Nc1cccc(Cl)c1	-16	·	·	·	2%	·	-5%
50	COc1ccc(-c2c(C)nn3c(C(F)(F)F)cc(C)nc23)cc1	-16	·	·	·	0%	·	-28%
48	CCC(C)NCCCOc1ccc(Cl)cc1C(C)(C)C (stereo not given)	-10	-7%	-6%	-19%	-11%	-42%	?
